FEN1 inh: qHTS Assay for the Inhibitors of Human Flap endonuclease 1 (FEN1) | P39748 | Recombinant FEN1 flap cleavage, fluorescence, 15 min | Potency, µM (series often up to 114 µM), for inactives: top-dose activity change, negative = inhibition, hits mostly inhibitors | 390,000 tested, 0.35% active | AID 588795, 2011; also: nearly all actives have a fitted effect of over 65% in size
Target sequence (P39748 whole entry, looked up): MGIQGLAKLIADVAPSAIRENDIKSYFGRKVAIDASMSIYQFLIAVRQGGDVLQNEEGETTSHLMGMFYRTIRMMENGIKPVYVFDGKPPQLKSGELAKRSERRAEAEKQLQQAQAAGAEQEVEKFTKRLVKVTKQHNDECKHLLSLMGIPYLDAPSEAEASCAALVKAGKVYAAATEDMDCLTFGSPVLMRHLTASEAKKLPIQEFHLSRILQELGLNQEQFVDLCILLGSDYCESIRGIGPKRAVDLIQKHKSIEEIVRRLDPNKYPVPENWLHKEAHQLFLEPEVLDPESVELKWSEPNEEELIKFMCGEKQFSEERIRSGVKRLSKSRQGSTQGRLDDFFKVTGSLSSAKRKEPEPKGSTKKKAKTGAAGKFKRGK
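Enzyme 10 nM, 15 min RT preincubation with compound; start with substrate 50 nM final; reads at 0 and 15 min; qHTS titration, four-parameter Hill fit.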
TDP1 inh: qHTS Assay for Inhibitors of Tyrosyl-DNA Phosphodiesterase (TDP1); Tyrosyl-DNA phosphodiesterase 1 (Homo sapiens), Q9NUW8; recombinant TDP1, AlphaScreen DNA substrate cleavage; Potency, µM (doses to about 130 µM), for the others: at the top dose activity change, negative = inhibition, most hits filed as inhibitors; 350,000 tested, 0.28% active; also: nearly all actives have a fitted effect of over 40% in size
Target sequence (Q9NUW8 whole entry, looked up): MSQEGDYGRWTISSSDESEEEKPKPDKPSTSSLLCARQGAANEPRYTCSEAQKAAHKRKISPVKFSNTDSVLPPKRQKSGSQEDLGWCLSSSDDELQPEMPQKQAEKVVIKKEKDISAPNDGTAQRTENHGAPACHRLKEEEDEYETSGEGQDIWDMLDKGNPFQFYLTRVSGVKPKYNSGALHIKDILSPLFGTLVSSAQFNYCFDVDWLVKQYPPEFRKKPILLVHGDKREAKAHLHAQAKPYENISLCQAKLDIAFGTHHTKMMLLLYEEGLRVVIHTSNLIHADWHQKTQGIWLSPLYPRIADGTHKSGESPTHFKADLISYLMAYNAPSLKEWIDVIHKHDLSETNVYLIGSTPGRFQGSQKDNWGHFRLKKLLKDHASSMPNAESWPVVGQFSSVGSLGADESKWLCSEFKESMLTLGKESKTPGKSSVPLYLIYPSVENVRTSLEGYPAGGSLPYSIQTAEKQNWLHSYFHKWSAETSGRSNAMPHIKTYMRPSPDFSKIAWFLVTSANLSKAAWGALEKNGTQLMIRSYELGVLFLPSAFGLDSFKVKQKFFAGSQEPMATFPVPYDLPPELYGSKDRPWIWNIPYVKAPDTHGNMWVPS
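Enzyme-compound mixtures sat 15 min at room temperature, followed by a 5 min reaction with 15 nM final substrate and 10 min with AlphaScreen beads. Recombinant human Tdp1 was used at 1 nM final.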
N370S GC mod: qHTS Assay for Inhibitors and Activators of N370S glucocerebrosidase as a Potential Chaperone Treatment of Gaucher Disease; Lysosomal acid glucosylceramidase (Homo sapiens), P04062; 330,000 tested, 0.092% active; AID 2101, 2009; N370S GC spleen homogenate, 4MU-glucoside fluorescence; Potency, µM (series often up to 59.4 µM), inactives show at the highest dose activity change, negative = inhibition, usual class: inhibitors;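 also: 0% = full enzyme activity and -100% = no enzyme basal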
Numbers without * were called inactive; ? = inconclusive; . = not tested or not shown; & = joins results of further samples; [ ] = remark or other dose. Calls follow the shape of the dose curve; as a rule, active = well fitted curve in the direction sought with a large enough effect; inconclusive = small, poorly fitted or top-dose-only effect, or another doubt; inactive = no such curve, though single readings can be large; an effect the other way counts as inactive or inconclusive. Unless noted, % is scaled to controls: 0 for no effect and ±100 for the full control effect; potency is read from the fitted curve at half-maximal effect. Compounds were not picked by outcome, and some 0.57% of all compounds hit somewhere here.

SMILES	FEN1 inh	TDP1 inh	N370S GC mod
Cc1c(Cl)cccc1NC(CC(=O)c1ccccc1)C(=O)O (stereo not given)	-10%	2%	0%
O=C(CSC1=NC2(CCCCCC2)N=C1c1ccccc1)Nc1ccc2c(c1)OCCO2	-8%	0%	12%
Cc1ccccc1C(=O)OCc1cc(=O)n2nc(C(C)C)sc2n1	-4%	10%	.
Cn1c(=O)n(C)c2cc(NS(=O)(=O)c3ccc(F)cc3)c(NCc3ccccc3)cc21	-5%	2%	.
C/C(=N\NC(=O)CSc1nc2nc(C)cc(C)n2n1)c1ccccc1	?	2%	2%
COc1ccc(COC(=O)N/N=C2/C[C@@H](O)[C@@H](O)[C@@H]3[C@@H]4C(=O)N(c5cccc(Oc6ccccc6)c5)C(=O)[C@H]4CC[C@@H]23)cc1	.	7%[21 µM]	-1%[12.8 µM]
COc1ccc(-c2sc3ccc(N4CCOCC4)cc3c2C#CCCO)cc1	-19%	6%	.
COc1cc(C)c(CNc2cccc(C)c2)cc1C	-8%	-5%	-3%
CCc1ccc(NC(=S)NNC(=O)c2ccccc2OC(F)F)cc1	.	8%	4%
COCCCNC(=O)C[C@H]1C[C@H](C(=O)N(C(C)C)C(C)C)[C@@]2(C)c3[nH]c4cc(CCC(=O)N(C)C)ccc4c3CCN2C1=O	14%	-1%[56.1 µM]	.
COc1ccc(C(=O)N2CCc3cc(OC)c(OC)cc3C2c2ccc(OC)c(OC)c2)cc1 (stereo not given)	1%	.	-11%
Cc1ccc(OCCn2c(CCNC(=O)C(C)C)nc3ccccc32)cc1	-1%	3%	1%[12.8 µM]
O=C(NCCc1nc2ccccc2[nH]1)/C(=C/c1ccco1)NC(=O)c1ccccc1Br	1%	-4%	9%
COc1ccc(C)cc1NC(=O)c1nnn(-c2c(C)cccc2C)c1C	13%	9%	.
CCN(CC)C(=O)COc1ccc2c3c(c(=O)oc2c1C)CCCC3	-6%	4%	-12%
Cc1ccc2c3c1C1(C(=O)N3C(C)(C)CC2C)C(C#N)=C(N)Oc2cc(O)ccc21 (stereo not given)	1%	4%	-21%
N=C(N)c1ccccc1	?	5%[56.1 µM]	-4%&-3%
CC(C)(C)c1ccc(NC(=S)NCCc2ccccn2)cc1	12%	4%	-19%
Cc1cccc(NC(=O)c2ccc(-n3cncn3)c([N+](=O)[O-])c2)c1	13%	6%	-7%
Cc1ccc(C(c2sc3nc(C)nn3c2O)N2CCN(c3ccccc3)CC2)cc1 (stereo not given)	-10%	-2%	3%

Exported with the structure last: four of the compounds above
FEN1 inh	TDP1 inh	N370S GC mod	SMILES
-10%	2%	0%	Cc1c(Cl)cccc1NC(CC(=O)c1ccccc1)C(=O)O (stereo not given)
-8%	0%	12%	O=C(CSC1=NC2(CCCCCC2)N=C1c1ccccc1)Nc1ccc2c(c1)OCCO2
-4%	10%	.	Cc1ccccc1C(=O)OCc1cc(=O)n2nc(C(C)C)sc2n1
-5%	2%	.	Cn1c(=O)n(C)c2cc(NS(=O)(=O)c3ccc(F)cc3)c(NCc3ccccc3)cc21

Additional compounds follow:
SMILES	FEN1 inh	TDP1 inh	N370S GC mod
CCn1c(C)nc2cc(C(=O)N3N=C(CCOC)CC3(O)C(F)(F)F)ccc21 (stereo not given)	-12%	3%	-3%
O=C(C[C@@H]1C/C=C/CC[C@@H](Cc2ccc(F)cc2)C(=O)OCCNC1=O)N[C@H](CO)Cc1ccccc1	11%	-1%	.
Cc1cc(NS(=O)(=O)c2ccc(NC(=O)CSc3nc4ncc(Cl)cc4[nH]3)cc2)nc(C)n1	-7%	7%	-3%
COc1ccc(C)cc1NC(=O)CN(C)S(=O)(=O)c1ccc2c(c1)CCCN2C(C)=O	2%&-9%	3%&4%	1%
CCOc1ccc(S(=O)(=O)N2CCCCC2)cc1NC(=O)CCNC(=O)c1ccco1	-1%	-7%	-9%
O=C(CSc1ccccc1F)OCC(=O)N1CCN(C(=O)c2ccco2)CC1	-8%	.	-3%
Cc1noc(C)c1CSc1ccccc1C(=O)Nc1nccs1	-1%	-4%	26%
CN(C)CC(C)(C)CNS(=O)(=O)c1ccc(Cl)s1	1%	-2%	10%
O=C(O)CCCCCN1C(=O)CSC1=S	-3%	-10%	7%
COCCNC(=O)C1CCN(Cc2cc3ccccc3n2Cc2ccc(C)cc2)CC1	-6%	1%	.
O=C(NCCC1=CCCCC1)c1ccc2c(c1)sc1nc(-c3ccc(F)cc3)cn12	1%	6%	.
CCO[C@H]1OC(C(=O)NC2CC2)=C[C@@H](c2ccc(C(F)(F)F)cc2)[C@@H]1CCCO	-3%	4%	20%
O=C(CCC(=O)Nc1ccc(F)cc1)N/N=C/c1cc([N+](=O)[O-])ccc1O	1%	5%	-4%
CCCOC(=O)c1ccc(OC(=O)c2ccco2)cc1	1%	-3%	3%
Cc1ccccc1OCC(=O)Nc1ccc2c(c1)Cc1ccccc1-2	0%	1%	-5%
O=C(NCc1nnc(SCC(=O)N2CCCC2)o1)c1ccco1	-3%	3%	-6%
O=C(c1cccc(Cl)c1)N1CCC(=O)N([C@H](COCc2cccc(Cl)c2)Cc2ccccc2)CC1	.	6%	-13%
COc1cc2ccccc2cc1C(=O)Nc1ccc2oc(-c3ccc(F)cc3Cl)nc2c1	-3%	-7%[12.3 µM]	.
Cc1ccc2c(COC(=O)c3ccccc3Cl)cc(=O)oc2c1	5%	-3%	.
Cc1ccc(S(=O)(=O)N2CCCCC2)cc1C(=O)NC1CCCCC1	11%	.	11%
CC(C)CC(=O)N1CCC(O)(CS(=O)(=O)Cc2ccccc2)CC1	-18%	6%	-7%
CC12CCC(=O)N1C(C(=O)Nc1cc(S(=O)(=O)N3CCCCCC3)ccc1OCC(F)(F)F)CS2 (stereo not given)	13%	2%	2%
Cc1ccc(Cl)cc1NC(=S)NCCCSC1CCCCC1	-14%	8%	23%
COc1c(C(=O)N2CCCC2)ccc2ccccc12	-4%	1%	1%
CCn1nc(-c2ccccc2C)nc2c(=O)n(C)c(=O)nc1-2	-19%	3%	.
Cc1cc([N+](=O)[O-])nn1Cc1ccc(C(=O)N/N=C/c2ccc(O)cc2O)cc1	-12%	5%	-20%
CCOc1ccccc1CNC(=O)c1cc(-c2ccc(Cl)s2)nc2ccccc12	-4%	-5%	.
Cc1nn(-c2ccccc2)c(C)c1-c1cc(C(=O)N/N=C/c2ccc(O)cc2)[nH]n1	?	5%	-11%
COc1ccc(NC(=O)[C@@H](NS(=O)(=O)c2cccc(Cl)c2)C(C)C)cc1S(=O)(=O)N1CCOCC1	-8%	-2%	.
O=C(Cc1csc(Nc2nc(=S)[nH]c3ccccc23)n1)NCc1cccc(Cl)c1	2%	8%	7%
CSc1ncccc1C(=O)OCCCC(=O)c1ccc(F)cc1	-18%	-8%	.
CC1CCCN(Cc2csc(N)n2)C1 (stereo not given)	16%	0%	1%
CCOC(=O)c1c(C)[nH]c(C)c1S(=O)(=O)NCC1CCN(Cc2cccc(Cl)c2)CC1	-12%	6%	2%
COc1ccc(NC(=O)c2cc3ccccc3cc2OC)cc1OC	-26%	.	7%
O=C(NCc1ccc2c(c1)OCO2)c1ccc2c(c1)N(Cc1ccccc1F)C(=O)c1ccccc1S2=O (stereo not given)	-12%	5%	.
O=C(COC(=O)c1ccccc1Cl)Nc1ccc2[nH]c(=O)[nH]c2c1	-8%	-8%	-10%
Cc1cc(C(F)(F)F)c2c(=O)[nH]c(=O)n(Cc3ccccc3)c2n1	9%	1%	18%
Cc1ccc(C(=O)CSc2nc3cc(S(=O)(=O)N4CCOCC4)ccc3o2)cc1	-4%	7%	?
CCOC(=O)Nc1ccc(C(=O)c2ccncc2)cc1	2%	.	-11%
Cc1occc1C(=O)NCc1cccs1	-3%	-1%	6%

Some entries already given, showing only TDP1 inh:
structure | TDP1 inh
CC12CCC(=O)N1C(C(=O)Nc1cc(S(=O)(=O)N3CCCCCC3)ccc1OCC(F)(F)F)CS2 (stereo not given) | 2%
Cc1ccc(Cl)cc1NC(=S)NCCCSC1CCCCC1 | 8%
COc1c(C(=O)N2CCCC2)ccc2ccccc12 | 1%
CCn1nc(-c2ccccc2C)nc2c(=O)n(C)c(=O)nc1-2 | 3%
Cc1cc([N+](=O)[O-])nn1Cc1ccc(C(=O)N/N=C/c2ccc(O)cc2O)cc1 | 5%
CCOc1ccccc1CNC(=O)c1cc(-c2ccc(Cl)s2)nc2ccccc12 | -5%

The listing continues.
SMILES	FEN1 inh	TDP1 inh	N370S GC mod
Cc1ccccc1Cn1cc(S(=O)(=O)c2ccc(Cl)cc2)c(=O)c2cc3c(cc21)OCO3	15%	4%	.
O=C(Nc1cccc(Cl)c1Cl)c1snnc1-c1ccccc1	-14%	-6%	11%
COc1ccc(NC(=O)CSc2ccc(-c3cccnc3)nn2)c(OC)c1	-8%	3%	-13%
Cn1cc(S(=O)(=O)N2CCCCCC2)cc1C(=O)N1CCN(c2cccc(Cl)c2)CC1	-1%	1%	.
O=C(NCCO)c1ccc2nc(-c3ccco3)c(-c3ccco3)nc2c1	45µM*	.	-11%
CN(Cc1ccccc1)C(=O)c1cccc(NC(=O)Cc2cccc([N+](=O)[O-])c2)c1	-15%	3%	.
COc1ccc(N2C(=O)CCC(C(=O)O)C2c2ccc(F)cc2)cc1 (stereo not given)	-2%	.	5%
Cc1csc(NC(=O)CSc2nnc(C)s2)n1	5%	1%	6%
O=[N+]([O-])c1ccc2c(c1)C(N1CCOCC1)/C(=C/COc1ccc(F)cc1)O2 (stereo not given)	-2%	0%	6%
Cc1cc(O)ccc1N1C(=O)c2cccc3cc([N+](=O)[O-])cc(c23)C1=O	15%	.	0%
O=c1[nH]c(SCc2ccccc2Cl)nc2[nH]ncc12	-1%	3%	-17%
O=C(CNS(=O)(=O)c1ccc(C(=O)N2CCOCC2)cc1)N1CCOCC1	2%	1%	7%
CCc1ccccc1Nc1nc(N)nc(CSCC(=O)c2cc(C)n(C)c2C)n1	5%	3%	15%
O=C(Nc1ccc(-c2cccc(F)c2)cc1)C1CCCN(Cc2ccccn2)C1 (stereo not given)	0%	5%[56.1 µM]	-23%
Cc1cccc(CSc2ncc(CO)n2C)c1	2%	5%	-13%
COc1ccc(CCNC(=O)Cn2c(=O)n(CC3CCCO3)c(=O)c3cc(OC)c(OC)cc32)cc1OC (stereo not given)	-6%	2%	4%
CC(NC(=O)C(C)N1CCN(Cc2ccccc2)CC1)c1ccc(F)cc1 (stereo not given)	-1%	8%	-16%
Cc1ccsc1/C=N/NC(=O)CNC(=O)c1ccc(S(=O)(=O)N(C)C)cc1	17%	-5%	-6%
CC(C)C[C@H](NC(=O)OC(C)(C)C)C(=O)N[C@@H](CO)[C@H](O)[C@@H]1C[C@@H]1C(=O)NC1CC1	18%	.	0%
COc1ccc(C2C=C(C34CC5CC(CC(C5)C3)C4)NC(=S)N2)cc1 (stereo not given)	10%	10%	6%

Marked active in FEN1 inh (from the list above):
SMILES	FEN1 inh	TDP1 inh	N370S GC mod
O=C(NCCO)c1ccc2nc(-c3ccco3)c(-c3ccco3)nc2c1	45µM*	.	-11%

Back to the main list, starting three compounds before the break.
SMILES	FEN1 inh	TDP1 inh	N370S GC mod
Cc1ccsc1/C=N/NC(=O)CNC(=O)c1ccc(S(=O)(=O)N(C)C)cc1	17%	-5%	-6%
CC(C)C[C@H](NC(=O)OC(C)(C)C)C(=O)N[C@@H](CO)[C@H](O)[C@@H]1C[C@@H]1C(=O)NC1CC1	18%	.	0%
COc1ccc(C2C=C(C34CC5CC(CC(C5)C3)C4)NC(=S)N2)cc1 (stereo not given)	10%	10%	6%
CC1CC(=O)Nc2ccccc2N1C(=O)CN1C(=O)C(=O)N(C)C1=O (stereo not given)	5%	0%	.
Cc1cc(C)nc(NC(=NCCc2c[nH]c3ccccc23)NC(=O)C(C)(C)C)n1	-8%	.	23%
Cc1ccc(N2CC(C(=O)Nc3cc(C)on3)CC2=O)cc1 (stereo not given)	6%	3%	.
CCOc1ccccc1NC(=O)CN1C(=O)COc2ccc(C)cc21	-9%	.	-8%
Cc1cc(F)c(F)c(C(=O)N2CCN(C)CC2)c1Cl	2%	-4%	5%
CCCCN(CC)Cc1ccc(CNC(=O)Nc2ccc(OCC)cc2)o1	7%	-2%	-14%
COC(=O)CCNc1n[nH]c(=O)[nH]c1=O	9%	5%	7%
CCOc1[nH]c(/N=C/c2ccccc2)c(C#N)c1C#N	4%	0%	.
COc1ccc(CCNC(=O)C(=O)NCc2ccc(C)cc2)cc1OC	-12%	0%	6%
COc1ccc(CNc2nc(NCc3ccc(OC)cc3)n(C(=O)c3ccncc3)n2)cc1	-2%	.	26%
